Screens: PubChem BioAssay, National Center for Advancing Translational Sciences (NCATS)
TDP1 cell noCPT: qHTS for Inhibitors of human tyrosyl-DNA phosphodiesterase 1 (TDP1): qHTS in cells in absence of CPT. Potency, µM (series often up to 46.2 µM), for the others: top-dose activity change, negative = growth inhibition, actives largely listed as inhibitors. 420,000 tested, 15% active. DT40 Tdp1-/- hTDP1 cells, no CPT, ATP luminescence, 48 h; note: nearly all actives have a fitted effect of over 55% in size
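Stably hTDP1-transfected Tdp1-null chicken DT40 cells were treated with library compounds minus camptothecin and grown for at least 48 hr at 37 °C, after which cellular ATP was quantified by luminescence.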
TDP1 block: TDP1 (human) enzyme inhibition; recombinant TDP1, AlphaScreen DNA substrate cleavage; Potency, µM (doses to about 130 µM), for inactives: top-dose activity change, negative = inhibition, usual class: inhibitors; 350,000 tested, 0.28% active; AID 485290; note: nearly all actives have a fitted effect of over 40% in size
Target sequence (Q9NUW8 whole entry, looked up): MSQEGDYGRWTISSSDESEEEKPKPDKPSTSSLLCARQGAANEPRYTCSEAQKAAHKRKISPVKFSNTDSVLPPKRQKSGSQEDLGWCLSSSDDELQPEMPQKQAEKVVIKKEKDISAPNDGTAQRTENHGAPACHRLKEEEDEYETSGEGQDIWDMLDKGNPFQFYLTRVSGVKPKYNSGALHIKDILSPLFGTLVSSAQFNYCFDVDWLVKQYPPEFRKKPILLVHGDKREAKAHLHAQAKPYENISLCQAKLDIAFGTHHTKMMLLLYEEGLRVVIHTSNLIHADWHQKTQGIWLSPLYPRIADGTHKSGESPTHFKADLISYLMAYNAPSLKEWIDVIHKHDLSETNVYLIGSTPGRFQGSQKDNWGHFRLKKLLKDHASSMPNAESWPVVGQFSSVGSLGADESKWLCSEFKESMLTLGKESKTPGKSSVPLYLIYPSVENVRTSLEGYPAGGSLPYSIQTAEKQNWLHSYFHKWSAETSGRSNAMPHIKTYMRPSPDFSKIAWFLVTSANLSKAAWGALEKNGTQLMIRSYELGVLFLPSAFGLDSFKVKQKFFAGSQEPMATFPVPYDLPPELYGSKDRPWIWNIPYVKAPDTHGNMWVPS
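Tdp1 1 nM final; 15 min RT w/ cpd; substrate 15 nM, 5 min; beads 10 ug/ml, 10 min; AlphaScreen read. Neg ctrl: no enzyme.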
TDP1 cell CPT: growth inhibition of DT40 Tdp1-/-;hTDP1 cells with camptothecin (screen for TDP1 inhibitors); 420,000 tested, 12% active; chicken DT40 Tdp1-/-;hTDP1 cells + 20 nM CPT, ATP luminescence, 48 h; AID 686979; Potency, µM (doses to about 46.2 µM), for the others: at the top dose activity change, negative = growth inhibition, actives largely listed as inhibitors; note: nearly all actives have a fitted effect of over 55% in size
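Chicken DT40 Tdp1-/- cells complemented with human TDP1, 400 cells/well, exposed to compounds plus 20 nM camptothecin for at least 48 h at 37 C; viability read as ATP content by CellTiter-Glo luminescence.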
The depositor's hits bear a star; ? = inconclusive; · = not tested or not shown; [ ] = another dose, or the depositor's remark. Calls come from the whole dose curve; as a rule, active = well fitted curve in the direction sought with a large enough effect; inconclusive = small, poorly fitted or top-dose-only effect, or another doubt; inactive = no such curve, though single readings can be large; an effect the other way counts as inactive or inconclusive. % is set by controls: 0 for no effect and ±100 for the full control effect; potency is the fitted concentration of half-maximal effect.

Values in the order: TDP1 cell noCPT | TDP1 block | TDP1 cell CPT
(1) O=C(O)CCn1c(SCCOc2ccccc2F)nc2ccccc21
    12.0% | · | -4.4%
(2) CCc1ccc(-c2cc(C(F)(F)F)n3nc(C(=O)Nc4c(C)nn(Cc5ccccc5Cl)c4C)cc3n2)s1
    ? | 6.8% | ?
(3) CCOc1ccc(NC(=O)CN2CCN(S(=O)(=O)c3ccc(Cl)cc3)CC2)cc1
    ? | 5.9% | ?
(4) COc1ccc(NC(=S)NCCSc2ccc(Cl)cc2)c(OC)c1
    ? | -7.9% | ?
(5) CCC(C)[C@H](NC(=O)c1cn(CC)c2cc3c(cc2c1=O)OCO3)C(=O)NCCCn1ccnc1 (some centres not stated)
    1.2% | 4.3% | -22.6%
(6) COc1ccc(-c2cnn3c4c(c(C)nc23)CCN4C(C)C)cc1OC
    -23.7% | 4.2% | 6.4%
(7) CSCc1ccc(C(=O)NC2CC(C)(C)Cc3c2cnn3-c2ccc(F)cc2)o1 (configuration not stated)
    -29.5% | 3.3% | ?
(8) C[n+]1c2n(c3ccccc31)N=C(c1ccc(Cl)cc1)CS2
    0.92µM* | 0.0% | 1.16µM*
(9) C/C(=N\NC(=O)c1c[nH]c2ccccc12)c1ccc(C)s1
    11.6% | 0.5% | 2.9%
(10) Cc1ccc(N2C(=O)[C@@H]3CSC(c4ccc(C(F)(F)F)cc4)N3C2=O)cc1 (some centres not stated)
    -19.5% | 1.3% | 0.4%
(11) Cc1ccc(N2C(=O)N3[C@@H]4c5ccccc5OC[C@@H]4[C@@H](c4ccccc4)[C@@]3(C)C2=O)cc1
    ? | 0.4% | ?
(12) NC(=O)c1c(NC(=O)CCCn2cnc([N+](=O)[O-])n2)sc2c1CCCC2
    ? | 0.0% | ?
(13) O=C(O)c1ccc2c(c1)C(=O)N(c1ccc(Cl)cn1)C2=O
    12.0% | 5.4% | 1.4%
(14) CC(C)(C)C(=O)Cn1c(=N)n(Cc2ccccc2Cl)c2ccccc21
    25.9µM* | 5.1% | 25.9µM*
(15) Clc1cccc(OCCCCN2CCCCC2)c1
    ? | · | -10.9%
(16) Cc1ccc2c(c1C)-c1c(ccc(C)c1C)C(=O)C2=O
    1.03µM* | · | 0.92µM*
(17) N#CCCn1nnc2ccccc21
    -12.4% | 0.0% | -16.3%
(18) CN1CCN(C(=O)/C(=C/c2cccc([N+](=O)[O-])c2)NC(=O)c2ccccc2)CC1
    -18.2% | 2.5%[0.0935 µM] | -1.1%
(19) CCCN1CCC2(CC1)C(C#N)=C(N)Oc1c2sc2nc(C)cc(C)c12
    ? | 5.9% | ?
(20) Cc1ccc(NC(=O)C2CCCN2C(=O)OCc2ccccc2)cc1C (configuration not stated)
    -15.4% | 1.9% | -29.9%
(21) COc1ccc(-c2cc3c(c4c2ccn4C)C2CCC3O2)cn1 (configuration not stated)
    16.4µM* | · | 18.4µM*
(22) CN(CC(=O)N1CCN(C2CCCCC2)CC1)S(=O)(=O)c1cccc2nsnc12
    -0.1% | 0.0% | -13.7%
(23) CCOC(=O)CN1CC(C)(C)N(CC(=O)OCC)CC1(C)C
    5.8% | · | -1.0%
(24) CC(=O)c1cccc(NC(=O)CSC(=O)c2ccccc2)c1
    -15.8% | 3.0% | 19.4%
(25) CC(C(=O)N=Nc1c(O)[nH]c2ccccc12)n1cnc2ccccc2c1=O (configuration not stated)
    ? | 5.3% | -8.5%
(26) Cc1cc(NS(=O)(=O)c2ccc(NC(=O)COc3ccccc3C(C)C)cc2)no1
    -1.1% | 6.5% | -3.2%
(27) CC(C)(C)c1ccc(/C=C(\c2nc3ccccc3[nH]2)S(=O)(=O)c2ccccc2)cc1
    ? | · | 23.1µM*
(28) CCCN(CCC)CCNC(=O)C1CCN(Cc2nc(-c3ccc(Cl)cc3)oc2C)CC1
    23.1µM* | 2.0% | ?
(29) Cc1ccc2c(c1)cc(C(=O)N[C@@H](Cc1ccccc1)C(=O)O)n2C
    -14.0% | · | 6.9%
(30) CC(=O)N1CCCC(C(=O)c2ccc3c4c(cccc24)CC3)C1 (configuration not stated)
    23.1µM* | 2.6% | -27.8%

Among those listed so far, these have a CF3 group.
Values in the order: TDP1 cell noCPT | TDP1 block | TDP1 cell CPT
(2) CCc1ccc(-c2cc(C(F)(F)F)n3nc(C(=O)Nc4c(C)nn(Cc5ccccc5Cl)c4C)cc3n2)s1
    ? | 6.8% | ?
(10) Cc1ccc(N2C(=O)[C@@H]3CSC(c4ccc(C(F)(F)F)cc4)N3C2=O)cc1 (some centres not stated)
    -19.5% | 1.3% | 0.4%

Quoted from the listing.
TDP1 cell noCPT result of entry 5 reads 1.2%
TDP1 block result of entry 4 reads -7.9%
TDP1 cell CPT result of entry 29 reads 6.9%
TDP1 block result of entry 2 reads 6.8%
TDP1 cell CPT result of entry 18 reads -1.1%

Next records follow:
Values in the order: TDP1 cell noCPT | TDP1 block | TDP1 cell CPT
(31) Oc1ccc(-c2nncn2-c2ccccc2)cc1
    -19.0% | 3.6% | -9.9%
(32) COc1ccc(-n2nnnc2CNC(=O)c2ccc(S(=O)(=O)N3CCOCC3)cc2)cc1
    -13.5% | 1.4% | 8.2%
(33) CCOCCCNc1nc2c(-c3ccccc3)nnn2c2ccccc12
    -20.6% | -1.3% | -3.8%
(34) CCc1ccccc1NC(=O)COC(=O)c1c(C)nsc1NC
    2.91µM* | -0.4% | 7.31µM*
(35) O=C(COC(=O)c1c(F)cccc1F)NCCNC(=O)COC(=O)c1c(F)cccc1F
    1.3% | 2.4% | 2.3%
(36) O=C(C1CCN(S(=O)(=O)c2cccc3cccnc23)CC1)N1CCN(c2ccccc2)CC1
    -25.9% | 4.3% | -29.2%
(37) COC(=O)C1=C(C(=O)OC)C(c2ccc(OC)c(OC)c2)c2sc(=O)[nH]c2S1 (configuration not stated)
    6.4% | 5.3% | 4.1%
(38) COc1ccc2oc(C(=O)OCC(=O)NCc3ccc(OC)c(OC)c3)c(C)c2c1
    ? | -9.1% | ?
(39) COc1ccc(Cl)cc1Nc1nc2ccc(C(=O)c3ccccc3)cc2n2cnnc12
    -17.5% | 2.8% | -11.9%
(40) CCOC(=O)N1CCC(=NNC(N)=O)CC1
    -10.4% | 2.5% | 17.9%
(41) O=c1cc(N2CCN(c3ccc(F)cc3)CC2)[nH]c(=O)n1-c1cccc(Br)c1
    18.4µM* | -4.4% | 10.3µM*
(42) CC(C)Sc1nnc2c3ccccc3n(C)c2n1
    ? | · | ?
(43) CCOc1ccc(S(=O)(=O)N2CCN(C(=S)NCc3ccco3)CC2)cc1
    ? | 3.0% | -25.7%
(44) CC(NS(=O)(=O)c1ccc(Cl)cc1)C(=O)OCC(=O)c1ccc[nH]1 (configuration not stated)
    4.9% | 2.1% | -1.5%
(45) COc1cccc2cc(C(=O)C3=C(O)C(=O)N(CCN4CCOCC4)C3c3ccc(Cl)cc3)oc12 (configuration not stated)
    -16.8% | 4.8% | -1.8%
(46) Nc1[nH]c(C(=O)c2ccccc2)c(-c2ccncc2)c1C(=O)NCc1ccc(Cl)cc1
    -8.3% | · | 7.3%
(47) CC(=O)Nc1ccc(NC(=O)C2(C)Cc3c(-c4cccc(C(F)(F)F)c4)ccnc3O2)cc1 (configuration not stated)
    ? | · | ?
(48) CCOc1ccc(C(=O)Nc2cc3c(cc2N2CCCC2)n(C)c(=O)c(=O)n3C)cc1OCC
    ? | 2.5% | ?
(49) COc1cccc(/C=N/NC(=O)c2csc(-n3nc(C)cc3C(F)(F)F)n2)c1
    ? | -1.0% | -10.3%
(50) COCCN1C(=O)c2ccc(C(=O)NCc3ccco3)cc2C1=O
    20.9% | 3.1% | -0.2%
(51) COc1ccc(C(C2C(=O)CC(C)(C)CC2=O)C2C(=O)CC(C)(C)CC2=O)cc1
    0.9% | 3.6% | -0.2%
(52) CCn1c(SCC(=O)N2CCN(c3ccccc3)CC2)nc2c([nH]c3ccccc32)c1=O
    8.2µM* | 0.0% | 14.6µM*
(53) Cc1cccc(-n2ncc3c2CCCC3NC(=O)c2ccncc2)c1C (configuration not stated)
    0.231µM* | · | -6.7%
(54) Cc1ccc(NC(=O)C2=COCCO2)cc1S(=O)(=O)N1CCOCC1
    -27.9% | 1.6% | 6.6%
(55) O=C(CN1CC[n+]2c(-c3ccccc3)csc21)c1ccc(Br)cc1
    2.06µM* | 0.0% | 2.91µM*
(56) N#Cc1cccc(NC(=O)CSc2nnc(C3CC3)n2C2CC2)c1
    -10.0% | 0.7% | -1.6%
(57) CCCN1CCCc2cc(CN(CCCN3CCOCC3)C(=O)Nc3ccc(CC)cc3)ccc21
    20.6µM* | 11.4% | 23.1µM*
(58) COc1ccc(-c2nc3ccccc3c(=O)n2O)cc1
    26.0% | · | -13.8%
(59) NC(=O)c1nc(-c2ccccc2)c(-c2ccccc2)[nH]c1=O
    2.31µM* | · | 0.581µM*
(60) Cc1cccc(-c2nc3scc(CCNS(=O)(=O)c4ccc(F)cc4C)n3n2)c1
    16.4µM* | 0.0% | ?

Record cards, from the list above:
COC(=O)C1=C(C(=O)OC)C(c2ccc(OC)c(OC)c2)c2sc(=O)[nH]c2S1 (configuration not stated) as listed: TDP1 cell noCPT: 6.4%; TDP1 block: 5.3%; TDP1 cell CPT: 4.1%
COc1ccc(-c2nc3ccccc3c(=O)n2O)cc1 as listed: TDP1 cell noCPT: 26.0%; TDP1 block: ·; TDP1 cell CPT: -13.8%
CCOc1ccc(C(=O)Nc2cc3c(cc2N2CCCC2)n(C)c(=O)c(=O)n3C)cc1OCC as listed: TDP1 cell noCPT: ?; TDP1 block: 2.5%; TDP1 cell CPT: ?

Remaining list, next part.
Values in the order: TDP1 cell noCPT | TDP1 block | TDP1 cell CPT
(61) CSCCC(NC(=O)COc1ccccc1)C(=O)OCCOc1ccc(F)cc1 (configuration not stated)
    -30.0% | 0.8% | 1.5%
(62) Cc1ccccc1NC(=O)CN1CCC(C(=O)c2ccc3c(c2)OCCO3)CC1
    18.4µM* | · | ?
(63) O=C(/C=C/c1ccc([N+](=O)[O-])cc1)NCc1ccco1
    -23.7% | 5.3% | -29.0%
(64) O=C(C[n+]1cc(-c2ccc(F)cc2)n2c1CCC2)c1cccs1
    -23.3% | 1.2% | -5.1%
(65) CC(C)(C)c1cc(=O)n2c(nc3ccccc32)[nH]1
    -13.8% | -1.0% | -28.4%
(66) COc1cc(NC(=O)C2CCN(c3cnc4ccccc4n3)CC2)cc(OC)c1OC
    -21.4% | 5.3% | -3.4%
(67) O=C(COc1ccccc1[N+](=O)[O-])N/N=C/C=C/c1ccco1
    ? | 1.9% | -25.5%
(68) COc1cc(CNC2CCCC2)cc(OC)c1OC
    -2.9% | 0.0% | 4.6%
(69) Oc1cccc(NC(=S)Nc2ccc(SC(F)F)cc2)c1
    ? | 5.8% | 4.3%
(70) Cc1nnc(SCCn2c(N3CCCC(C)C3)nc3c2c(=O)n(C)c(=O)n3C)s1 (configuration not stated)
    ? | 0.0% | -1.1%
(71) Cc1ccccc1-c1cnc(C(O)c2cc(Cl)cc(Cl)c2)[nH]1 (configuration not stated)
    ? | · | ?
(72) Nc1cc2[nH]c(=O)c3ccccc3c2cc1[N+](=O)[O-]
    ? | · | 23.1µM*
(73) COc1cc(/C=C/C(=O)O)ccc1OCc1ccccc1C#N
    8.4% | -2.6% | 2.2%
(74) CSCCC(NC(=O)OC(C)(C)C)C(=O)NC(C(=O)NC(CC(C)C)C(N)=O)C(C)C (configuration not stated)
    -10.8% | 7.8% | 9.5%
(75) CC(=O)Nc1ccc(NC(=O)c2c([N+](=O)[O-])cnn2C)cc1
    -4.0% | · | -15.0%
(76) O=C(Nc1cc(C(F)(F)F)ccc1N1CCCC1)C1=COCCO1
    -23.8% | 0.9% | -19.6%
(77) CCN(CC(=O)NCc1ccc(Cl)cc1)C(=O)c1cccc(S(=O)(=O)Nc2ccc(OC)cc2)c1
    10.3µM* | 0.4% | ?
(78) Cn1nc(NC(=O)C(F)(F)F)c2ncc(-c3ccc(Cl)cc3)nc21
    -4.9% | · | -0.8%
(79) CCN(CC(=O)Nc1ccc(NC(C)=O)cc1)C(=O)/C=C/c1ccc(C)o1
    16.2% | 2.9% | -0.6%
(80) CN(C)S(=O)(=O)c1ccc(C(=O)NCC(=O)N/N=C/c2ccccc2)cc1
    -20.2% | 0.0% | ?

Arranged by SMILES length (highest first): part of the list above.
Values in the order: TDP1 cell noCPT | TDP1 block | TDP1 cell CPT
(52) CCn1c(SCC(=O)N2CCN(c3ccccc3)CC2)nc2c([nH]c3ccccc32)c1=O
    8.2µM* | 0.0% | 14.6µM*
(3) CCOc1ccc(NC(=O)CN2CCN(S(=O)(=O)c3ccc(Cl)cc3)CC2)cc1
    ? | 5.9% | ?
(31) Oc1ccc(-c2nncn2-c2ccccc2)cc1
    -19.0% | 3.6% | -9.9%
